High-throughput results: PubChem, several laboratories
DUSP3 inh = DUSP3 (human) phosphatase inhibition; P51452; recombinant VHR phosphatase, pNPP absorbance; inhibition, % at 13.3 µM; actives 0.52% (n = 290,000); in the data active = inhibition above about 50%; also: some compounds called inactive have numbers as strong as hits
Target sequence (P51452 whole entry, looked up): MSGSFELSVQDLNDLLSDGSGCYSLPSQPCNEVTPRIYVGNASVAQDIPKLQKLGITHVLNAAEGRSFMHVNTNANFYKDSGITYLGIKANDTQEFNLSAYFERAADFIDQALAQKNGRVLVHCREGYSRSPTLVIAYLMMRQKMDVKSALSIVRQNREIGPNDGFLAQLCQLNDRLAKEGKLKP
PrPC TRFRET = inhibitors of human cell surface prion protein PrPC | P04156 | TR-FRET read-out | inhibition, % at 13.8 µM | actives 0.43% (n = 370,000) | AID 720596; in the data active = inhibition above about 24%; also: 0% = median of the test wells and 100% = reference compound wells
TcdB inh = inhibitors of Clostridioides difficile toxin B glycohydrolase; P18177; TcdB glycohydrolase enzymatic assay, plate reader; inhibition, % at 9.99 µM; actives 0.24% (n = 350,000); in the data active = inhibition above about 10%
3CLpro inhibitor = SARS-CoV 3CLpro protease inhibition; P0C6X7; recombinant SARS-CoV 3CLpro, quenched FRET peptide cleavage; inhibition, % at 6 µM; actives 0.14% (n = 290,000); AID 1706; in the data active = inhibition above about 12%
CCHFV vOTU inh = blocks the CCHF virus ovarian tumor domain protease; inhibition, % at 11.5 µM; actives 0.55% (n = 370,000); AID 651958; CCHFV vOTU protease, Pep-AMC fluorescence; in the data active = inhibition above about 30%; also: 0% = vehicle wells with enzyme and 100% = no enzyme wells
Yp Topo-I inh = Y. pestis Topo-I inhibition via cleavage products | actives 0.064% (n = 360,000) | Y. pestis Topo-I cleavage product accumulation, plate reader | AID 504884 | activity, % at 10 µM; in the data active = activity above about 50%, passing the limit was not always enough; also: inactives centre near 2
MazF activator = MazEF (E. coli) toxin RNase activation; FAM/BHQ RNA-DNA oligo cleavage fluorescence, 5 h; actives 0.32% (n = 350,000); AID 504720; P0AE70; activation, % at 20 µM; in the data active = activation above about 50%
Target sequence (P0AE70 whole entry, looked up): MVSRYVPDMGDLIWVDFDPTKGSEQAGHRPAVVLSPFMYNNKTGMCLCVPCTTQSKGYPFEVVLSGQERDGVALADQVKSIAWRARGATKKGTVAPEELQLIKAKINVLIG
SSB-PriA inh = inhibitors of Klebsiella pneumoniae PriA binding to SSB C-terminal tail | AlphaScreen SSBct-PriA binding, biotinylated peptide | actives 0.6% (n = 430,000) | inhibition, % at 33 µM; in the data active = inhibition mostly above about 37%, no sharp cut-off; inactive = mostly below about 20%;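 also: plate controls were negative control peptide for no effect and reference peptide for full effect; strong numbers were not always called active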
Vc quorum ag = inducers of Vibrio cholerae quorum light production without autoinducers; V. cholerae BH1578 lux reporter, luminescence, 6 h; activation, % at 18.7 µM; actives 0.16% (n = 350,000); in the data active = activation mostly above about 9.7%, no sharp cut-off; also: not every result past the cut was called active; inactives centre near 0; reference of the scale not given here
Rv3671c protease = inhibits the M. tuberculosis serine protease Rv3671c; actives 0.048% (n = 320,000); AID 2606; inhibition, % at 5.96 µM; in the data active = inhibition above about 38%;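 also: extracellular domain of Rv3671c used as enzyme; 0% = enzyme with DMSO and 100% = no enzyme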
Target sequence (P9WHR9 whole entry, looked up, the tested form may be a part): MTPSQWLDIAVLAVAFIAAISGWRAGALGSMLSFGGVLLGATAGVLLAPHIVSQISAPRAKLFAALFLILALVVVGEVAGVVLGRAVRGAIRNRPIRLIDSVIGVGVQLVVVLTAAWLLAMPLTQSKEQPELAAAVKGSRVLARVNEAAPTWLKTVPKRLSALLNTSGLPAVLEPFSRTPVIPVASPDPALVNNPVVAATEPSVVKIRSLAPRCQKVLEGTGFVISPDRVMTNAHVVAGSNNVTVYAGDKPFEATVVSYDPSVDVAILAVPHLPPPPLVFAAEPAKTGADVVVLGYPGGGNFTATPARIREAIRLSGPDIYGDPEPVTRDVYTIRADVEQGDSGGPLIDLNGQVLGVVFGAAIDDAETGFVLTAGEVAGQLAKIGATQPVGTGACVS
Active calls of the source: *; i = inactive; / = no result given; & = joins results of further samples. Some of the compounds tested (hit frequency here may not be typical).

SMILES	DUSP3 inh	PrPC TRFRET	TcdB inh	3CLpro inhibitor	CCHFV vOTU inh	Yp Topo-I inh	MazF activator	SSB-PriA inh	Vc quorum ag	Rv3671c protease
Oc1c(Cl)cc(Cl)cc1/C=N/c1nc(-c2ccc(Cl)cc2)cs1	6	/	/	0	/	-4	16	/	-0.5	3
CC(=O)OC1(C)CC(C)C(=O)C(C(O)CC2CC(=O)NC(=O)C2)C1 (stereo unspecified)	/	91*	/	/	6	-5	6	-1	-0.8	/
O=C(c1ccco1)N1CCN(S(=O)(=O)c2cccc3nsnc23)CC1	12	-49	/	-3	5	-6	2	-16	-1.3	-5
CCSc1cc(C)nc2c(-c3ccccc3)cnn12	-11	5	0.6	-2	-2	0	-5	-7	-0.6	-13
CC(=O)Nc1ccc(NC2=CC(=O)CC(C)(C)C2)cc1	10	-2	/	-1	7	4	8	-3	1.6	-10
CCOC(=O)c1ccc(NC(=O)CCn2nnc3ccccc32)cc1	13	3	/	-6	1	2	1	-17	5.0	-4
COc1cc(CNc2nnnn2C)ccc1OCc1c(F)cccc1Cl	23	-4	1.5	6	-5	15	-6	2	i	-4
Cc1ccnc(NC(=O)CCNC(=O)c2ccc(Cl)cc2)c1	10	0	1.5	-4	-5	-1	-6	-15	1.7	/
CCCN(CCC)CCNC(=O)CCC(=O)Nc1ccc2nc(N3CCOCC3)cc(C)c2c1	-8	-4	0.3	-3	-207	-2	-4	-11	-0.5	-10
CCOc1ccccc1C=Nc1ccccc1C(=O)Nc1ccccc1	4	-5	/	-2	0	2	2	-6	-0.3	4
Cc1ccccc1NS(=O)(=O)c1csc(C(N)=O)c1	6	1	-1.1	-5	-3	2	-1	2	0.8	-16
CCOc1ccc2nc(NC(NC(C)=O)(C(=O)OC)C(F)(F)F)sc2c1 (stereo unspecified)	10	-3	/	0	-22	11	0	-7	i	-7
CC(C)CNc1c2c(nc3ccccc13)CCC2	12	9	1.3	-3	4	3	-4	10	0.3	-2
C/C(=N\NC(=O)c1c(Cl)c(C)nn1C)c1ccc(NC(=O)c2ccncc2)cc1	-4	4	/	-4	1	5	4	/	-0.4	-3
CC1CCN(S(=O)(=O)c2cccc(C(=O)O)c2)CC1	-9	0	/	5	0	3	8	4	i	7
CNc1ncnc2c1ncn2[C@H]1CN(CCc2ccccc2)C[C@@H](CO)O1	/	4	-1.6	/	4	3	/	/	-0.7	/
COC(=O)NCC12CC3CC(C1)CC(CNC(=O)OC)(C3)C2	21	-2	/	2	-4	14	4	-14	-0.2	-10
O=[N+]([O-])c1ccc(/C=N/n2c(CO)nc3ccccc32)s1	48	-10	/	-3	-10	-2	99*	/	i	-11
Cc1ccc(N(CC(N)=O)C2SC(=O)N(Cc3ccccc3)C2=O)cc1 (stereo unspecified)	32	1	/	1	5	19	1	5	i	-7
CC(C(=O)OCC(=O)Nc1cccc(S(=O)(=O)N2CCOCC2)c1)N1C(=O)c2ccccc2C1=O (stereo unspecified)	6	3	1.3	2	-6	4	5	4	i	-5
O=C(c1ccc2c(c1)OCO2)N1CCN=C1SCc1cccnc1	-4	5	-0.2	3	4	3	6	-6&-6	-0.5	2
O=C(Cn1cnc2c(cnn2-c2ccc(F)cc2)c1=O)N1CCN(c2ccccc2F)CC1	9	-10	/	-3	-4	7	6	-9	-0.4	-3
O=C(Nc1ccc(OCC(=O)N2CCOCC2)cc1)c1ccccc1Cl	14	5	-3.8	-1	-13	5	1	6	-0.3	-1
CCOC(=O)N/N=C/c1cccc(Cl)c1Cl	-2	-5	/	4	1	-5	5	/	-0.2	2
CC(=O)Nc1ccc(Nc2nc(-c3cc4ccccc4oc3=O)cs2)cc1	4	7	0.3	1	16	-2	63*	-12	-0.6	/
Cc1cc(N/N=C/c2ccc3c(c2)OCO3)nc2ccccc12	1	-1	-1.0	-4	4	-4	1	i	-0.4	4
CCOC(=O)c1sc2ncn(/N=C/N(C)C)c(=O)c2c1C	-12	-3	/	-3	-4	10	8	/	-1.1	2
COc1ccc(N2C(=O)C3C4C=CC(CC4)C3C2=O)c([N+](=O)[O-])c1 (stereo unspecified)	19	-10	/	-3	-3	1	6	-7	i	-9
CCOC(=O)c1ccc(N=C2SC(C(=O)NC)CC(=O)N2Cc2ccc(F)cc2)cc1 (stereo unspecified)	0	2	0.7	3	-6	11	7	-10	-2.1	4
CC1CCCCN1S(=O)(=O)c1ccc(NC(=O)c2ccco2)cc1 (stereo unspecified)	-17	-7	/	-5	5	-2	-8	-11	i	-8
CCn1nc(C(=O)OC2CCOC2=O)c2ccccc2c1=O (stereo unspecified)	7	-7	/	-2	10	4	-17	2	-0.2	-3
NC(=O)COC(=O)c1cc(-c2cccs2)nn1-c1ccccc1	14	5	2.2	-2	4	0	9	4	i	2
CC(Sc1nc(-c2ccccc2)cc(C(F)(F)F)n1)C(=O)NCc1ccco1 (stereo unspecified)	-6	-2	/	-4	14	5	10	0	-7.7	3
CCCCC(=O)Nc1sc2c(c1C#N)CC(C)(C)OC2	6	6	/	4	-19	-4	3	-4	i	8
C=CCn1c(=N)n(CC(O)COc2ccccc2OC)c2ccccc21 (stereo unspecified)	-16	-7	1.8	0	-8	12	18	-5	i	0
COc1ccc(OCCN2CCC(C(=O)NC(c3ccc(F)cc3)c3ccc4ccccc4n3)CC2)cc1 (stereo unspecified)	/	-11	0.1	/	-4	24	/	/	0.1	/
COc1ccc(S(=O)(=O)NCc2ccccn2)cc1C	/	4	-0.6	/	-6	9	1	/	i	/
Cc1ccc(NC(=O)CSc2nc3ccccc3c(=O)n2CCCN2CCCCC2)cc1C	17	-16	/	-4	-19	16	10	7	-0.2	12
COC(=O)c1cc(-c2ccc(OC)cc2F)nc2nc(SC)[nH]c(=O)c12	1	-2	1.1	3	-12	6	1	0	-0.2	-11
CC(C)(C)n1[nH]c2c3c(ccc2c1=O)C(=O)c1ccccc1C3=O	4	-27	/	2	4	-4	8	10	i	7

Part of the list above, set out differently:
CCn1nc(C(=O)OC2CCOC2=O)c2ccccc2c1=O (stereo unspecified)
  DUSP3 inh: 7 | PrPC TRFRET: -7 | TcdB inh: / | 3CLpro inhibitor: -2 | CCHFV vOTU inh: 10 | Yp Topo-I inh: 4 | MazF activator: -17 | SSB-PriA inh: 2 | Vc quorum ag: -0.2 | Rv3671c protease: -3
NC(=O)COC(=O)c1cc(-c2cccs2)nn1-c1ccccc1
  DUSP3 inh: 14 | PrPC TRFRET: 5 | TcdB inh: 2.2 | 3CLpro inhibitor: -2 | CCHFV vOTU inh: 4 | Yp Topo-I inh: 0 | MazF activator: 9 | SSB-PriA inh: 4 | Vc quorum ag: i | Rv3671c protease: 2

Carrying on:
SMILES	DUSP3 inh	PrPC TRFRET	TcdB inh	3CLpro inhibitor	CCHFV vOTU inh	Yp Topo-I inh	MazF activator	SSB-PriA inh	Vc quorum ag	Rv3671c protease
CCCCNC(=O)CSc1nc2ccccc2c(=O)n1Cc1ccc2c(c1)OCO2	9	-2	/	2	-5	2	1	-17	-0.7	-4
O=C(CN1CCOCC1)NCC12CC3CC(CC(C3)C1)C2	19	3	/	1	7	5	0	-13	i	1
COC(=O)CN1C(=O)N/C(=C/c2ccc(OC)cc2)C1=O	3	-6	0.9	5	7	-6	7	5	i	5
Cc1ccccc1NS(=O)(=O)c1cc(C(=O)Nc2cccc(N(C)S(C)(=O)=O)c2)ccc1C	25	-2	/	3	-3	1	-6	2	-0.3	-49
CN(C)S(=O)(=O)c1cccc(C(=O)NCc2cccs2)c1	-25	1	/	1	3	-6	9	-4	i	7
S=c1[nH]c2ccc(Cl)cc2s1	10	-3	1.2	1	-8	10	3	-12	-0.9	-4
O=C(Nc1cc(Cl)ccc1-n1cncn1)c1cc(F)c(F)c(F)c1F	/	-5	0.8	/	4	2	4	-9	-0.4	6
CC(C)(C)SCCNC(=O)/C=C/c1ccc(F)cc1	-10	1	/	7	8	-5	4	-10	-0.2	7
Nc1c(C(=O)NCC2CCCO2)c2nc3ccccc3nc2n1Cc1ccco1 (stereo unspecified)	9	-8	1.5	9	-161	19	-39	-10	-0.5	1
CC1CN(C(=O)c2cn3ccccc3n2)CC(C)O1 (stereo unspecified)	-2	-1	/	3	-2	1	-2	-14	-0.3	3
COc1ccc(Cl)cc1C(=O)NN=C1CCCC1	/	-8	-2.2	/	-6	6	6	-7	-0.4	1
Cc1cccc(-n2cc(-c3ccc([N+](=O)[O-])cc3)[nH]c2=S)c1	43	-10	1.3	-1	-15	-7	1	11	0.1	-5
COC(=O)/C=C/c1c(C)[nH]c(=O)[nH]c1=O	4	-3	0.4	3	9	4	2	-10	-5.5	-4
CC(C)N(Cc1ccccc1)C(=S)Nc1cccnc1	13	4	0.0	1	-4	-7	8	-9	i	3
CCOC(=O)Cn1cncc1-c1ccc([N+](=O)[O-])cc1	5	-19	/	-4	4	-3	7	11	-8.7	-4
COc1ccc2c(c1)c1ncn(Cc3ccccn3)c(=O)c1n2C	8	-2	1.4	3	-87	4	-2	-12	-0.4	7
CC(C)NS(=O)(=O)c1ccc(OCC(=O)Nc2ccc3c(c2)OCO3)cc1	8	14	0.0	2	6	5	3	-5	i	5
Cc1c(Cl)cccc1N1C(=O)c2ccccc2C1=O	2	7	/	-3	16	6	14	-6	-0.1	0
O=C(NC1CCCCCCC1)C1CCN(S(=O)(=O)N2CCCC2)CC1	13	6	/	-1	0	5	-11	-11	4.0	0
O=C1NC(Cc2ccc(O)cc2)c2nc3cc(Cl)ccc3c(=O)n2-c2cc3ccccc3cc21 (stereo unspecified)	/	4	0.7	/	11	45	-36	/	-0.6	/

The closing 4 entries of the part before open the next one:
SMILES	DUSP3 inh	PrPC TRFRET	TcdB inh	3CLpro inhibitor	CCHFV vOTU inh	Yp Topo-I inh	MazF activator	SSB-PriA inh	Vc quorum ag	Rv3671c protease
CC(C)NS(=O)(=O)c1ccc(OCC(=O)Nc2ccc3c(c2)OCO3)cc1	8	14	0.0	2	6	5	3	-5	i	5
Cc1c(Cl)cccc1N1C(=O)c2ccccc2C1=O	2	7	/	-3	16	6	14	-6	-0.1	0
O=C(NC1CCCCCCC1)C1CCN(S(=O)(=O)N2CCCC2)CC1	13	6	/	-1	0	5	-11	-11	4.0	0
O=C1NC(Cc2ccc(O)cc2)c2nc3cc(Cl)ccc3c(=O)n2-c2cc3ccccc3cc21 (stereo unspecified)	/	4	0.7	/	11	45	-36	/	-0.6	/
CC(C)(CO)C(O)C(=O)NCCC#N (stereo unspecified)	21	-3	0.4	2	-11	-8	0	-8	-0.4	4
CCC(C)(C)NC(=O)C(c1ccc(OC)cc1)N(C(=O)CCC(=O)Nc1cc(C)on1)c1ccc2c(c1)OCCO2 (stereo unspecified)	10	-1	0.4	-2	-11	17	7	-4	-0.3	-1
CCc1nc2ccc(C(=O)NCCCn3ccnc3)cn2c1N(C)C(=O)COc1ccccc1	/	-2	0.6	/	-3	-1	/	/	i	/
O=C(O)C1CC2(Cl)C(Cl)=C(Cl)C1(Cl)C2(Cl)Cl (stereo unspecified)	/	-4	5.8	/	4	-4	4	-2	i	/
O=S(=O)(Nc1ccc(-c2cn3ccccc3n2)cc1)c1ccccc1	8	-4	2.0	-1	-12	5	4	-5	0.0	-12
Cc1ccc(N2C(=O)Nc3ccc(Br)cc3C2(O)C(=O)NCCCN(C)C)cc1C (stereo unspecified)	17	0	/	1	15	4	-1	7	i	6
Cc1c(C)n(CCCN(C)C)c2ncnc(NCc3ccccc3)c12	48	5	1.2	1	-8	2	-1	5	-0.6	-2
CCOC(=O)C1=NNC2C(=O)N(C3CCCCC3)C(=O)C12 (stereo unspecified)	21	-2	/	0	9	4	6	-1	-1.3	-2
COc1ccc(CNC(=O)COC(=O)CCC2CCCCC2)cc1	14	-2	/	4	4	15	4	-16	-1.6	3
Cc1ccc(NC(=S)N2CCN(C)CC2)c(C)c1	-7	-2	-0.6	-3	-15	1	-5	5	-0.4	7
CC(NS(=O)(=O)/C=C/c1ccccc1)C(=O)NCCc1ccc(S(N)(=O)=O)cc1 (stereo unspecified)	6	-4	1.0	-1	-1	3	2	1	-0.4	3
Cc1ccc(C(=O)C2C(c3ccc(-c4ccccc4[N+](=O)[O-])o3)NC(=O)NC2(O)C(F)(F)F)cc1 (stereo unspecified)	/	-11	3.9	3	21	13	4	-16	-0.4	-11
CCOC(=O)N1CCN(c2c(NCCOC)c(=O)c2=O)CC1	5	-5	-0.1	-4	0	-7	-6	104	-0.1	3
